Bioassay records: PubChem BioAssay, Broad Institute
DYRK1A inh: rat Dyrk1A kinase inhibitors, primary screen, biochemical, single point, plate reader; Dual specificity tyrosine-phosphorylation-regulated kinase 1A (Rattus norvegicus), Q63470; ADP-Glo luminescence, NFATc1 peptide; inhibition, % at 12.5 µM; 310,000 compounds, 0.43% hits; in the data active = inhibition above about 50%;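 also: plate controls were vehicle with enzyme for no effect and no enzyme for full effect; many of its hits are not listed in these tables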
The depositor's hits bear a star. This is a subset; the hit share may differ from the screen's.

item	canonical_smiles	DYRK1A inh
1	CC(C)=CCNc1ncnc2c1c(C#N)cn2C1OC(CO)C(O)C1O (stereo unspecified)	36
2	O=C(c1ccccc1)N1CCCCC1	6
3	O=C(NC1(C(=O)O)CCCC1)C(Cl)Cl	0
4	COc1ccc(CCNC(=O)Cc2cc3c(cc2[N+](=O)[O-])OCO3)cc1OC	-3
5	COc1ccc(N[C@@H]2CCN3C(=O)c4ccccc4[C@@H]3C[C@H]2O)cc1	1
6	Cc1ccc(NC(=O)CCN2C(=O)C3CC=CCC3C2=O)cc1Cl (stereo unspecified)	-2
7	Nn1c(SCC(=O)Nc2ccccc2Oc2ccccc2)nnc1C1CC1	13
8	CC(C)NC(=O)Nc1cccc2c1O[C@H](CN(C)S(=O)(=O)c1ccc(F)cc1)[C@@H](C)CN([C@H](C)CO)C2=O	-5
9	CCOC(=O)c1ccc(S(=O)(=O)N2CCC(C(=O)Nc3nnc(C)o3)CC2)cc1	1
10	O=C1[C@H](Cc2ccccc2)NCC=CC[C@H](c2ccc(Cl)cc2)N1Cc1ccc(Cl)cc1	-7
11	CC(C)C[C@@H](CN)NC(=O)c1nc[nH]c1C(=O)N[C@@H](C)C(=O)CNC[C@H](C)NC(=O)c1nc[nH]c1C(=O)N[C@@H](Cc1ccccc1)C(=O)O	-5
12	O=[N+]([O-])c1ccc(NN=Cc2ccc3c(c2)OCO3)nc1	5
13	CN(C)c1ccc(C(=O)C(O)c2ccccc2Cl)cc1 (stereo unspecified)	-1
14	COc1ccc(N(C)S(=O)(=O)c2cccc(C(=O)N3CCN(c4cccc(C)c4C)CC3)c2)cc1	-1
15	Cc1ccc(C(C)(C)C)cc1S(=O)(=O)Nc1cccc(C(=O)N2CCN(c3ccccn3)CC2)c1	-1
16	O=C(Cn1cc(COc2c(Br)cc(F)cc2Br)nn1)c1ccc(O)cc1	38
17	Cc1noc(C)c1NC(=O)N(C)C[C@H]1Oc2c(cccc2N(C)C)C(=O)N([C@H](C)CO)C[C@@H]1C	6
18	Nc1nnnn1-c1cccc([N+](=O)[O-])c1	2
19	O=C(COC(=O)CSc1ccc(Cl)cc1)NCCc1ccccc1	6
20	Cc1ccc(S(=O)(=O)N2CCCCC2)cc1NC(=O)CCCOc1ccccc1	-3
21	COc1cc(NC(=O)c2cc(OC)c(OC)c(OC)c2)c2ncccc2c1	4
22	CCN(c1ccccc1)S(=O)(=O)c1ccc(C(=O)NCc2ccccn2)cc1	-1
23	Cc1ccc(CNc2ncnc3c2cnn3C2CCCCO2)cc1 (stereo unspecified)	1
24	O=C(NC1CCCCCCC1)c1cccc(S(=O)(=O)N2CCOCC2)c1	-3
25	CCOC(=O)C1=C(COC(=O)c2ccc(Cl)c(S(=O)(=O)N3CCOCC3)c2)NC(=O)NC1C (stereo unspecified)	8
26	O=C(CCNC(=O)c1ccccc1Cl)NCC1COc2ccccc2O1 (stereo unspecified)	4
27	CC1CC(C)CN(S(=O)(=O)c2ccc(NC(=O)CCN3C(=O)C4CC=CCC4C3=O)cc2)C1 (stereo unspecified)	6
28	CCOc1ccc(S(=O)(=O)N2CCN(C3CC(=O)N(c4cccc(C(C)=O)c4)C3=O)CC2)cc1 (stereo unspecified)	-2
29	CCc1ccc(NC(=O)C(C)OC(=O)Cc2cc(OC)c(OC)c(OC)c2)cc1 (stereo unspecified)	-6
30	CC1CCCN(C(=O)CN2C(=O)NC3(CCCCC3C)C2=O)C1 (stereo unspecified)	1
31	COc1cc2c(cc1OC)CN(C1CCC(C(C)(C)C)CC1)CC2 (stereo unspecified)	-6
32	Cc1ccc(S(=O)(=O)N2CCC[C@H]2C(=O)Oc2ccccc2)cc1	-1
33	CC(=NNC(=S)N1CCC1)c1ccccn1	2
34	Cn1nc(C(=O)Nc2nc(-c3ccccn3)cs2)c2ccccc2c1=O	-4
35	CC[C@]12c3[nH]c4cc(-c5ccco5)ccc4c3CCN1C(=O)[C@@H](CC(=O)NCCCn1ccnc1)C[C@@H]2C(=O)N1CCN(C(=O)c2ccco2)CC1	-1
36	COc1c(O)cc(O)c2c(=O)cc(-c3ccccc3)oc12	47
37	Cn1c(C(=O)NCCCN2CCN(c3ccc(F)cc3)CC2)cc2c(=O)n(C)c3ccccc3c21	-3
38	Cc1ccc(OCc2occc2C(=O)O)cc1	0
39	CC(=O)N/C(=C\c1ccccc1)C(=O)OCC(=O)Nc1cc(S(=O)(=O)N(C)C)ccc1Cl	12
40	COc1cc(N)c2ncsc2c1	2
41	CC1CCN(CC(=O)N(C)c2c(N)n(Cc3ccccc3)c(=O)[nH]c2=O)CC1	0
42	O=C(COC(=O)c1ccccn1)NCc1cccc(Cl)c1	1
43	C(=NOCCc1ccccc1)c1ccccn1	2
44	Cc1cccc(N2O[C@H]3C=CC2CCCC3)n1	-4
45	Cc1ccc(S(=O)(=O)N(CCC(=O)N2CCOCC2)c2ccccc2)cc1	-5
46	CC[C@]1(C(=O)OC)[C@H]2C(=O)N(Cc3ccccc3)C(=O)[C@H]2[C@H]2CN=C(SCC(=O)c3ccccc3)N21	-3
47	Cc1ccc(S(=O)(=O)NN=C2C(=O)C3CCC2C3Cl)cc1 (stereo unspecified)	-5
48	COc1ccc(C(=O)OCC(=O)Nc2cccc(S(=O)(=O)NC3=NCCCCC3)c2)cc1[N+](=O)[O-]	-4
49	COc1cc(OC)cc(C(=O)NC(C(=O)Nc2ccc(N3CCOCC3)cc2)C(C)C)c1 (stereo unspecified)	1
50	CC[C@@H]1C(c2ccccc2)=NN(c2ccc(Br)cc2)[C@H]1C(=O)N1CCOC1=O	-1
51	Cc1cc(C)c(NC(=O)CSCc2c(C)noc2C)c(Cl)c1	-5
52	O=C(Cn1c(NCCO)nc2ccccc21)Nc1ccc2c(c1)OCCCO2	12
53	Cc1cc(C)nc(NNS(=O)(=O)c2c(C)cc(C(C)(C)C)cc2C)n1	-2
54	COc1ccccc1C(CNC(=O)c1cccc(S(=O)(=O)N2c3ccccc3CC2C)c1)N(C)C (stereo unspecified)	-1
55	O=S(=O)(c1ccc(Br)cc1F)N1CCCCC1CCO (stereo unspecified)	5
56	COc1ccc(N(CC(=O)NCc2ccc3c(c2)OCO3)S(=O)(=O)c2ccc(O)c(C(=O)O)c2)cc1	-1
57	CCNC1CCC(Nc2ccnc3cc(Cl)ccc23)CC1 (stereo unspecified)	4
58	COc1ccc(NC(=O)CN(C)C(=O)CCSc2ccc(F)cc2)cc1	-10
59	C[C@H]1NS(=O)(=O)c2ccc(Br)cc2O[C@H]1c1ccccc1	4
60	COc1cccc(C=NNC(=O)CCCC(=O)NN=Cc2cccc(OC)c2)c1	1

(more compounds)
item	canonical_smiles	DYRK1A inh
61	CC(C)=N/N=C1/NC(=O)C(c2ccccc2)S1 (stereo unspecified)	-4
62	C[C@@H]1CC=C[C@@H]2[C@H]1C(=O)N(Cc1ccccc1)[C@H]2c1ccccc1Br	7
63	CCCCN(C(=O)c1cc2c(s1)CCCCC2)c1c(N)n(CC(C)C)c(=O)[nH]c1=O	-5
64	Cc1ccccc1NC(=O)CN1C(=O)NC2(CCCCCCC2)C1=O	-2
65	O=C(Cc1cccc(NC(=O)C2CCN(C(=O)C3CCCCC3)CC2)c1)Nc1cccc(C(=O)N2CCOCC2)c1	-6
66	CCCCn1cnc2c(SCc3ccc(Cl)cc3)nc(N)nc21	2
67	CC(NC(=O)CN1C(=O)NC(C)(C2CC2)C1=O)c1ccc(F)cc1 (stereo unspecified)	21
68	COc1ccc(C2(C)C(C#N)C(=O)NC(=O)C2C#N)cc1 (stereo unspecified)	1
69	O=C1c2ccccc2[C@@H]2C[C@@H](O)[C@H](Nc3ccccc3Cl)CCN12	11
70	Cc1cc(C)cc(NC(=S)N2CCC(C(=O)c3ccc(F)cc3)CC2)c1	-1
71	COc1cccc(/C=C/C(=O)Nc2cc(S(=O)(=O)N3CCOCC3)ccc2OC)c1	-3
72	COc1ccc(NS(=O)(=O)c2c(F)cccc2F)cc1S(=O)(=O)N1CCOCC1	-1
73	CN1CCC(N(C)C(=O)c2ccc(Cl)c(S(=O)(=O)N3CCCCC3)c2)CC1	-5
74	Nc1ccc2ccccc2c1[N+](=O)[O-]	6
75	CC1(C2CC2)NC(=O)N(CC(=O)N2CCN(c3ccc(F)cc3)CC2)C1=O (stereo unspecified)	-9
76	CCOC(=O)Nc1c(Cl)[nH]c(=O)n(C)c1=O	0
77	CCN(CC)S(=O)(=O)c1ccc(=O)n(CC(=O)N2Cc3ccccc3CC2C(N)=O)c1 (stereo unspecified)	1
78	CCc1cccc(OCCOC(=O)CNS(=O)(=O)c2ccc(NC(C)=O)cc2)c1	22
79	O=C1OCCN1C(=O)[C@H]1[C@H](c2ccc([N+](=O)[O-])cc2)C(c2ccc(F)cc2)=NN1c1ccc(Br)cc1	0
80	C[C@H](CO)N1C[C@H](C)[C@@H](CN(C)S(C)(=O)=O)Oc2c(NC(=O)Nc3ccc(C(F)(F)F)cc3)cccc2C1=O	6
81	N#CCCCC1(CCCC#N)OCCO1	8
82	C=C1C(=O)C23CCC4C(C)(C(=O)OC)CCCC4(C)C2CCC1(O)C3 (stereo unspecified)	2
83	COc1cc2oc(=O)cc(-c3ccc(-c4ccc(F)c(Cl)c4)cc3)c2c(OC)c1OC	-3
84	Cc1ccc(C(=O)Nc2ncccc2C)o1	-2
85	CCC(C)C(N)C1=NC(C(=O)N[C@@H](CC(C)C)C(=O)N[C@H](CCC(=O)O)C(=O)N[C@H](C(=O)N[C@H]2CCCCNC(=O)[C@H](CC(N)=O)NC(=O)[C@@H](CC(=O)O)NC(=O)[C@H](Cc3cnc[nH]3)NC(=O)[C@@H](Cc3ccccc3)NC(=O)[C@H]([C@@H](C)CC)NC(=O)[C@@H](CCCN)NC2=O)[C@@H](C)CC)CS1 (stereo partly specified)	-2
86	O=S(=O)(CS(=O)(=O)Oc1ccccc1)Oc1ccccc1	6
87	COc1ccc2c(c1)C(=O)C1NC(=O)NC(=O)C1(Br)N2 (stereo unspecified)	4
88	NC(=O)c1ncn([C@@H]2O[C@H](CNCc3ccc(OCC(=O)Nc4nccs4)cc3)[C@@H](O)[C@H]2O)n1	-1
89	O=C(CN1C(=O)c2ccccc2S1(=O)=O)Nc1cc(S(=O)(=O)N2CCCCC2)ccc1Cl	-2
90	CC(=O)OC1CCC2(C)C(=CCC3C2CCC2(C)C3CC3ON=C(C)C32)C1 (stereo unspecified)	-1
91	N#CC1(c2cccc(Br)c2)C(=O)Nc2ccccc21 (stereo unspecified)	7
92	O=C1CCN(Cc2ccccc2)C=C1C(=O)c1ccccc1	-7
93	COc1ccc([C@@H]2CC=C(C(=O)O)[C@H](c3ccc(C)cc3)N2S(=O)(=O)c2ccccc2C)cc1	3
94	Cc1ccc(C2NC(=O)c3ccccc3N2)c(C)c1 (stereo unspecified)	1
95	COc1ccc(-c2sc3cc(OC)c(OC)cc3c2C#CCO)cc1	0
96	O=C(N[C@@H]1c2ccccc2CC[C@@H]1OCc1ccccc1)c1ccc(-c2ccccc2)cc1	0
97	COc1ccc(S(=O)(=O)N2CCN(C(=O)CCCN3C(=O)NC4(CCCC4)C3=O)CC2)cc1	-7
98	COc1cc(OC)c2c(-c3cccc(-c4cccc(N)c4)c3)cc(=O)oc2c1	-1
99	COc1ccc(-c2cccc(-c3cc(=O)oc4cc(OC)c(OC)c(OC)c34)c2)cc1	-2
100	Cc1ccc(C2(C)NC(=O)N(CC(=O)NC3CCCCC3)C2=O)cc1 (stereo unspecified)	-19
101	CC(=NNc1ccc([N+](=O)[O-])cn1)c1ccc(N)cc1	10
102	Cc1ccc(NC(=O)CN(C)C(=O)CSc2nc3ccccc3c(=O)n2CCO)cc1	-9
103	COc1cc(-c2cc(C(=O)Nc3cc(S(=O)(=O)N4CCOCC4)ccc3C)c3ccccc3n2)cc(OC)c1OC	9
104	CCOc1ccc2nc(SCC(=O)N(CC(C)C)c3c(N)n(CC(C)C)c(=O)[nH]c3=O)[nH]c2c1	1
105	c1ccc(-c2ccc(-c3ccccc3)[nH]2)cc1	10
106	COc1cccc(NC(=O)CN(C)C(=O)Cc2ccc3c(c2)OCCO3)c1	4
107	CCn1nnnc1SCC(=O)N1N=C(c2cccs2)CC1c1cccs1 (stereo unspecified)	-5
108	COC(=O)[C@]1(Cc2ccccc2)N[C@H](CN(C)C(=O)c2ccc(F)cc2)[C@@H]2C(=O)N(C)C(=O)[C@@H]21	-1
109	N#CCCN1CCN(CCC#N)c2ccccc21	1
110	O=[N+]([O-])c1cc2no[n+]([O-])c2cc1N1CCCCC1	0
111	Cc1ccc(C(=O)NC(Cc2cccc(C(F)(F)F)c2)C(=O)O)cc1 (stereo unspecified)	-1
112	COc1ccccc1C(=O)NCCC(=O)N1CCN(S(=O)(=O)c2ccccc2C(F)(F)F)CC1	8
